Source: PubChem
p53 reactivator = re-activators of mutant p53. H1299 p53-A138V BP100-luciferase reporter, luminescence, 24 h. Potency, µM (top dose mostly 92.2 µM), without a hit: top-dose activity change, positive = activation, usual class: activators. hit rate 0.063% among 320,000; note: % of control where 0% means no effect; nearly all actives have a fitted effect of over 45% in size
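H1299 (p53-null), stable ts p53-A138V + BP100-Luc; 1000 cells/well, Opti-MEM/10% FBS; cpd 4 pt, 1:5; 24 h, 37 deg C, 5% CO2; detection reagent 10 min RT; luminescence.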
FLuc counter = firefly luciferase modulation, counter-screen for miR-21 project | purified FLuc, Km substrates, luminescence inhibition | Potency, µM (titrated, usually from 57.5 µM), for the others: at the top dose activity change, negative = inhibition, most hits filed as inhibitors | hit rate 6.9% among 360,000 | AID 588342;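 note: plate controls were vehicle for no effect and reference inhibitor for full effect; nearly all actives have a fitted effect of over 55% in size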
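Purified P. pyralis luciferase (10nM final) with 10uM D-luciferin and 10uM ATP (Km levels) in 50mM Tris acetate pH 7.5, 10mM Mg acetate, 0.01% Tween-20, 0.05% BSA; qHTS 6-point titration, ~60 µM downward; luminescence read.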
VP16 counter = counter-screen for ROR gamma inhibitors: Gal4-VP16 reporter; AID 2546; Drosophila S2 Gal4-VP16 UAS-luciferase, luminescence, 20 h; hit rate 3.5% among 310,000; Potency, µM (doses to about 53.6 µM), inactives show at the top dose activity, negative = inhibition, actives largely listed as inhibitors;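 note: Gal4-VP16 expression switched on by copper sulfate through the metallothionein promoter; % is set by controls: 0 for no effect and ±100 for the full control effect; nearly all actives have a fitted effect of over 50% in size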
MLL CXXC-DNA inh = inhibitors of human MLL CXXC domain-DNA interaction; Q03164; MLL-CXXC / FITC-HOXA9 DNA fluorescence polarization; Potency, µM (top dose mostly 115 µM), without a hit: at the highest dose activity change, negative = inhibition, most hits filed as inhibitors; hit rate 0.037% among 290,000; active = well fitted inhibition curve with a large enough effect in the polarisation, with a control signal flat, not every such curve was filed as active; inconclusive = small, poorly fitted or top-dose-only effect, or effect the other way, or a change in a side signal; inactive = no such curve, though single readings can be large or run the other way; the % refers to the polarisation
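Purified MLL-CXXC (added from a 7 uM solution) was preincubated 5 min at ambient with pinned compounds in 50 mM Tris-HCl pH 7.5, 50 mM NaCl, 1 mM DTT, 0.05% BSA. Fluorescein-labeled HOX-A9 DNA (50 nM solution) followed, 30 min, then polarization read.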
RORg inh = ROR gamma (mouse) transcription inhibition | AID 2551 | Potency, µM (series often up to 53.6 µM), for inactives: at the top dose activity change, negative = inhibition, actives largely listed as inhibitors | Drosophila S2 Gal4-RORgamma UAS-luciferase reporter, 20 h | hit rate 5.4% among 310,000; note: % is set by controls: 0 for no effect and ±100 for the full control effect; nearly all actives have a fitted effect of over 60% in size
Target sequence (P51450 whole entry, looked up, the tested form may be a part): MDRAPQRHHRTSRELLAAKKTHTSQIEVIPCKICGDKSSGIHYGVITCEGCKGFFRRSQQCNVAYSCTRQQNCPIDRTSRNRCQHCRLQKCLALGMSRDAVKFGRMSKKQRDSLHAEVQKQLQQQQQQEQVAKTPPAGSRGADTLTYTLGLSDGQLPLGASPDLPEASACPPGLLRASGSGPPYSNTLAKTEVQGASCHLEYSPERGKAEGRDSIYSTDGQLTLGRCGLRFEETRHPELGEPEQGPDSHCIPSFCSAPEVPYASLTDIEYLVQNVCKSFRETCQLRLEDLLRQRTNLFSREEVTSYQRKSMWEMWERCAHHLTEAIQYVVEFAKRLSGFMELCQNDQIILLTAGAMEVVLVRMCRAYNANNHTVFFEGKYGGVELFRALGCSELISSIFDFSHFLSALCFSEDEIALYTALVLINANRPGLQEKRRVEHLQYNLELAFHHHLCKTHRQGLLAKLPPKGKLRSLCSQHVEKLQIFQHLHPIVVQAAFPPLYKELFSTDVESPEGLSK
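Stably transfected Drosophila Schneider cells are the test system, with ROR gamma fused to Gal4 and luciferase under UAS control; luminescence is read after 20 hr of 700 uM copper sulfate induction at ambient temperature.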
NPC1 prom act = NPC1 promoter activation | Huh7 NPC1 promoter luciferase reporter, 24 h | Potency, µM (highest dose often 9.22 µM), for the others: top-dose activation, usual class: activators | hit rate 2.4% among 320,000;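 note: % of control where 0% means no effect; nearly all actives have a fitted effect of over 60% in size; reporter is driven by a mutant NPC1 promoter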
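Luminescence from an NPC1 promoter-driven luciferase reporter in stably transfected Huh7 cells was measured after 24 h compound treatment at 37 °C, followed by 10 min ambient incubation with luciferase detection reagent.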
Rab9 prom act = activators of Rab9 promoter. Huh7 Rab9 promoter-luciferase reporter, luminescence, 24 h. Potency, µM (series often up to 9.22 µM), inactives show top-dose activation, negative = inhibition, hits mostly activators. hit rate 2.8% among 320,000; note: % of control where 0% means no effect; nearly all actives have a fitted effect of over 60% in size
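Steps: seed 1500 Huh7 Rab9-luc cells per well, rest 2 h at 37 °C; add compound in DMSO; incubate 24 h; add luciferase reagent, 10 min ambient; read luminescence.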
ELG1 genotoxic = genotoxicity induction in ELG1-luciferase HEK293T cells; HEK293T ELG1-luciferase reporter, luminescence, 16 h; Potency, µM (top dose mostly 46 µM), without a hit: at the top dose activity change, positive = activation, usual class: activators; hit rate 1.3% among 330,000; AID 504466; note: % of control where 0% means no effect; nearly all actives have a fitted effect of over 60% in size
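Screening used a luciferase reporter fused to human ELG1 in HEK293T cells. Luminescence was read on a CCD plate imager after 16 hr exposure and 30 min ONE-Glo incubation.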
MBNL1 CUG block = inhibitors of human MBNL1 binding to CUG repeat RNA | Q9NR56 | TR-FRET MBNL1-His/biotin-(CUG)12 binding, 665/545 ratio | Potency, µM (titrated, usually from 57.5 µM), for the others: at the highest dose activity change, negative = inhibition, actives largely listed as inhibitors | hit rate 0.036% among 280,000 | AID 2675; active = well fitted inhibition curve with a large enough effect in the signal ratio, with a control signal flat, not every such curve was filed as active; inconclusive = small, poorly fitted or top-dose-only effect, or effect the other way, or a change in a side signal; inactive = no such curve, though single readings can be large or run the other way; the % refers to the signal ratio; note: % is set by controls: 0 for no effect and ±100 for the full control effect
Target sequence (Q9NR56 whole entry, looked up): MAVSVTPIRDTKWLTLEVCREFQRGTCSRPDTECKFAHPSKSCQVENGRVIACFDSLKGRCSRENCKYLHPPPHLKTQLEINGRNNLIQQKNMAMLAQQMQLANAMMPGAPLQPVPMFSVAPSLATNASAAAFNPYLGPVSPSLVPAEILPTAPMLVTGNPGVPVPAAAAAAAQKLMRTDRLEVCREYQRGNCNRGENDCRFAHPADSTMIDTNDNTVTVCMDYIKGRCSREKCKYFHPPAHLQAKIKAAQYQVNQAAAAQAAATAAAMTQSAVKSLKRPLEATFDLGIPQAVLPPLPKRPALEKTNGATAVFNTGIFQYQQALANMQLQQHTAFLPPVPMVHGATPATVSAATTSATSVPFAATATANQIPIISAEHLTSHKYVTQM
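Compounds (final 92 nM to 58 uM) are added to His-tagged MBNL1 and biotin-(CUG)12, then terbium anti-His antibody and streptavidin-XL665 (5 nM final). After 60 min at room temperature, the 665/545 nm ratio is read.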
BRCA1 expr act = activators of BRCA1 expression. MCF7-BRCA1-FFLuc reporter, luminescence, 48 h; response scale: scaled: vehicle 0%, 10 µM genistein 100%. Potency, µM (highest dose often 46.1 µM), inactives show top-dose activation, hits mostly activators. hit rate 1.1% among 380,000. AID 624202; note: nearly all actives have a fitted effect of over 80% in size; some results filed as inactive show a strong effect at the top dose
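MCF7-BRCA1-FFLuc cells, 2000/well in phenol-red-free MEM, attached 2 h then treated 48 h at 37 C. Luciferase luminescence read 15 min after reagent; normalized to genistein maximum activation (10microM) and DMSO, concentration-response fitted.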
uPA surface inh = cell surface uPA generation inhibition | cell surface uPA generation assay, qHTS | Potency, µM (titrated, usually from 38.3 µM), for the others: top-dose activity change, negative = inhibition, hits mostly inhibitors | hit rate 0.31% among 330,000; active = well fitted inhibition curve with a large enough effect; inconclusive = small, poorly fitted or top-dose-only effect; inactive = no such curve, though single readings can be large or run the other way; tested in mouse RAW 264.7 cells; note: % is set by controls: 0 for no effect and ±100 for the full control effect; nearly all actives have a fitted effect of over 55% in size
* hit, by the source's call; u = inconclusive; x = no result given; & = joins results of further samples; [ ] = another dose, or the depositor's remark. Unless noted, calls come from the whole dose curve; as a rule, active = well fitted curve in the direction sought with a large enough effect; inconclusive = small, poorly fitted or top-dose-only effect, or another doubt; inactive = no such curve, though single readings can be large; an effect the other way counts as inactive or inconclusive. Potency is the fitted concentration of half-maximal effect. Only part of the results is shown. The share of hits here may be higher or lower than overall.

Structure | p53 reactivator | FLuc counter | VP16 counter | MLL CXXC-DNA inh | RORg inh | NPC1 prom act | Rab9 prom act | ELG1 genotoxic | MBNL1 CUG block | BRCA1 expr act | uPA surface inh
COc1ccc(CCNC(=O)c2cc3c(C)nccc3[nH]c2=O)cc1OC | 0% | -1% | -2% | 4% | 35% | -6% | 1% | -12% | u | 0% | -7%
O=C(NCc1ccccn1)c1cccc(S(=O)(=O)Nc2ccc(F)cc2)c1 | -5% | 3% | x | x | x | -5% | -8% | -4% | x | -38% | 1%
O=C1/C(=C/c2cccs2)SC(=S)N1CCC(=O)N1CCCCC1CCO (stereo not given) | u | u | 11µM* | -13% | u | -8% | 20% | 8% | u | 64% | -5%
COc1ccc(CC(=O)Nc2cccc(SC)c2)cc1 | 1% | -14% | -6% | 2% | 101% | 3% | -4% | -2% | u | -2% | 3%
Cc1c(CC(=O)Nc2ccc(Cl)cc2)sc2ccc(Cl)cc12 | 2% | -1% | 0% | -2% | 2% | -4% | -7% | -1% | -2% | 3% | 13%
COc1cccc(NC(=O)CCNS(=O)(=O)c2ccc3c(c2)oc(=O)n3C)c1 | 10% | 2%&2% | -7% | 2% | -5% | 0% | -7% | 2% | -4% | 19% | 1%
N#CC1=C(N)Oc2n[nH]c(-c3cccs3)c2C1c1cccnc1 (stereo not given) | 4% | 1% | -5% | -8% | 9% | 11% | 1% | -3% | -2% | 0% | -1%
Cc1nnc2sc(SCC(=O)N3CCCCC3)nn2c1=O | -3% | -1% | 18% | -5% | 3% | 5% | 15% | -4% | 7% | -20% | 3%
CC(C)NC(=S)n1cc(C(=O)c2cc(Cl)cc(Cl)c2O)cn1 | -2% | 1% | u | 3% | u | -5% | -3% | -13% | 20% | -32% | 1%
COc1ccc(N2CCN(C(=O)COc3ccccc3)CC2)cc1 | 6% | -6% | 2% | -1% | 9% | -4% | -1% | -4% | -4% | 1% | 0%
CCOC(=O)c1nn(-c2ccc(F)cc2)c(-c2ccccc2)c1C(=O)c1ccccc1 | -3% | 1% | -3% | -2% | 2% | -2% | 1% | -2% | 5% | -51% | 6%
Cc1ccnc(NC(=O)c2ccc3c(c2)S(=O)(=O)c2ccccc2C3=O)c1 | 2% | 15µM* | 4% | 8% | 22% | u | 24% | 7% | u | u | -1%
CCC(=O)c1ccc(OCC(=O)OCC(=O)NCC2CCCO2)cc1 (stereo not given) | u | u | -11% | 41% | -6% | 1% | 0% | 4% | -2% | 7% | -3%
CCCCCc1nc2ccccc2c(=O)n1N | 5% | 5% | 0% | 9% | 28% | -1% | -4% | -2% | -5% | 4% | 3%
Cc1oc2c(CN3CCOCC3)c(O)ccc2c(=O)c1-c1ccccc1 | 12% | 1% | -1% | -7% | -16% | 2% | -9% | 1% | 0% | -2% | 6%
O=C(O)c1ccccc1-c1ccccc1C(=O)NCCc1ccccc1 | 12% | 3% | -17% | 12% | 32% | -2% | -3% | -9% | -20% | -2% | -2%
CCN1C(=O)/C(=C2/Sc3ccccc3N2CCCS(=O)(=O)O)SC1=S | 8%&0% | u | -17%&-2% | 16%&19% | 31%&15% | 0%&-13% | 0%&1% | 1%&1% | u | -2%&9% | -4%&1%
O=C1C=C(N2CCN(C3=CC(=O)CCC3)CC2)CCC1 | 12% | 0% | 2% | 16% | -7% | -1% | 0% | -1% | -6% | -25% | 6%
CCCCCNC(=O)C1CC(=O)OC12CCCCC2 (stereo not given) | 1% | -2% | 5% | -13% | 9% | -9% | 1% | 0% | 7% | 0% | 3%
CC(C)(C)n1nnnc1C(c1ccc2ncccc2c1)N1CCC(O)CC1 (stereo not given) | -2% | -4% | -6%[10 µM] | 6% | 0% | -1% | -4% | 8% | -2% | 1% | 3%
Cc1nonc1C1CCCN1C(=O)c1cc(COc2ccc(F)cc2Cl)on1 (stereo not given) | 2% | u | 8% | 1% | u | 1% | 0% | 3% | 5% | u | 2%
Cc1ccc(S(=O)(=O)NCCC(=O)OCC(=O)NCCc2ccccc2)cc1C | -5% | -2% | x | x | x | -2% | 1% | 0% | x | -23% | 13%
Cc1cc(C)c2nc(SCC(=O)Nc3cc(C)on3)c(C)cc2c1 | 12% | -2% | 3% | 3% | -26% | 5% | 1% | 0% | 0% | -1% | 7%
CCN(CC(=O)NC1CCCC1)S(=O)(=O)c1ccc(F)cc1 | -2% | 1% | 1% | -2% | -17% | -1% | -3% | 0% | 0% | -8% | 1%
COc1ccc(-c2cccc(C(=O)Nc3ccc(OC)c(OC)c3)c2)cc1 | 2% | 11µM* | -17% | 9% | -1% | -9% | 0% | 0% | 2% | -40% | -2%
Cc1nc(SCC(=O)NCCc2ccccc2)nc(C)c1C | 2% | 2% | 7% | 10% | 0% | 0% | -7% | 0% | 1% | 7% | 1%
O=c1c2ccccc2nc(/C=C/c2ccc([N+](=O)[O-])o2)n1CCCO | -10% | 1% | 7.1µM* | 21% | 8.9µM* | -38%[inhibitor] | -43%[inhibitor] | u | u | -70% | -3%
O=C(NNC(=O)c1cc2cc3ccccc3nc2s1)c1ccc(F)cc1 | 4% | u | -38% | 30%[activator] | -40% | 3% | 2% | u | u | 19% | 3%
Cc1ccc2nc(Cl)c(C3CC(c4cccs4)=NN3C(=O)CCCC(=O)O)cc2c1 (stereo not given) | 11% | -2% | -2% | -1% | -7% | 0% | -2% | 7% | x | -20% | 1%
CN(C)c1ccc(N=Nc2ccccc2C(=O)OCC(=O)N2CCCC2)cc1 | u | 2.1µM* | -26% | -3% | -23% | 15% | 0% | 9% | u | 43% | -18%
CCCOc1ccc(CN(C(=O)c2cccc(OC)c2)C2CCS(=O)(=O)C2)cc1 (stereo not given) | -1% | 1% | 1% | 28% | 6% | -6% | -4% | 0% | -6% | -18% | -1%
CC(C)c1ccc(C2=NN(c3ccccc3)C(=O)CC2)cc1 | -2% | u | -13% | 13% | 24% | 1% | 1% | 2% | -21% | 5% | -3%
CCOc1ccc(CC(=O)N/N=C(\C)c2cccnc2)cc1 | -3% | -2% | u | 9% | u | -1% | -38%[inhibitor] | -2% | 4% | 12% | 4%
Fc1ccc(-c2c[nH]c(=S)n2Cc2ccccc2)cc1 | 3% | -4% | 1.4µM* | 5% | 0.63µM* | -3% | -6% | -1% | 6% | -17% | -8%
CC(=O)NC(Cc1ccccc1)Cc1ccccc1 | -4% | -1% | 15% | -2% | 17% | 0% | 1% | 0% | -8% | -1% | -1%
CCCCCNC(=O)C(=O)C1C(=O)Nc2ccccc21 (stereo not given) | 1% | -3% | 3% | -3% | -27% | -2% | 1% | -1% | -10% | -2% | -20%
Cc1ccc(C2NC(=O)c3sc(=S)n(-c4ccccc4)c3N2)cc1 (stereo not given) | 0% | -9% | 0% | -9% | -35% | -6% | -11% | -7% | 13% | -6% | 0%
COc1ccc2cc(/C=C/C(=O)N3CCN(CC(=O)N4CCCCCC4)CC3)ccc2c1 | 28% | u | -8% | -1% | u | 21% | 10% | 8% | u | 49% | 2%
CC(C)(CO)C(O)C(=O)NCCC#N (stereo not given) | -1% | 1% | -19% | -4% | 19% | -2% | -4% | -7% | -6% | 22% | 8%
Cc1ccc(N(C(=O)C(F)(F)F)C(C(=O)NC2CCCCC2)c2cccs2)cc1C (stereo not given) | 2% | 8% | 0% | 6% | -3% | 0% | 0% | 2% | -1% | -26% | 2%
C=CCNC(=O)Nc1ccc2oc(C)nc2c1 | 5% | -11% | -2% | -6% | 0% | 7% | 9% | -4% | 6% | 2% | -2%
N#C/C(=C(/O)CCl)c1nnc2n1CCCCC2 | -3% | 4% | -27% | -13% | u | -8% | -3% | 1% | -1% | -23% | -1%
COc1cc2c(C(=O)NCCCOC(C)C)cn(CC(C)C)c(=O)c2cc1OC | 6% | -6% | -6% | 1% | 38% | -3% | 1% | 0% | u | -10% | 2%
CC(=O)N1CCN(c2ccc(NC(=O)c3cccc(Cl)c3Cl)cc2)CC1 | 6% | -2% | 4% | -3% | u | -3% | 4% | -11% | -5% | -3% | -3%
Cc1ccc(NC(=O)/C(=C\c2cccnc2)NC(=O)c2ccccc2)cc1 | 5% | 1% | 0% | 13% | -30% | 0% | 6% | 2% | 2% | 1% | 12%
